# Assay outcomes (PubChem BioAssay)
# CSN deneddyl inh – inhibitors of human CSN-mediated cullin deneddylation; Q92905; Purified CSN, SCF-Nedd8-OG deneddylation, fluorescence polarization; inhibition, % at 12.5 µM; 0.38% of 360,000 active; AID 651999;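 active means pattern-corrected inhibition above about 35%, with an unprinted fluorescence ratio check between 0.5 and 1.5, limit read from the data, passing the limit was not always enough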;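 further: 0% = enzyme with substrate and 100% = substrate without enzyme; some results filed as inactive read as strong as hits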
# Target sequence (Q92905 whole entry, looked up, one chain of several): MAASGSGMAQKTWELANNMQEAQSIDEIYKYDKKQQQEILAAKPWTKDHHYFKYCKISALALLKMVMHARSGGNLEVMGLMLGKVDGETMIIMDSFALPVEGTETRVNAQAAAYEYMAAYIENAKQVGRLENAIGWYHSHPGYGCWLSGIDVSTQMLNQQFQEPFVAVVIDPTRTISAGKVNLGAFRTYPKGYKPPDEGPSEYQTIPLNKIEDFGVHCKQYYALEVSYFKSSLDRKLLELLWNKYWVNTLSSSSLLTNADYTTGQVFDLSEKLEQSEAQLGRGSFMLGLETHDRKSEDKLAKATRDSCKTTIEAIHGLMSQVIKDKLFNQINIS
#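 Material: purified human Csn5 enzyme expressed in HEK293T cells / Medium: Tris buffer pH 7.5, NaCl, DTT, Tween-20, trehalose, ovalbumin / Compound dosing: 12.5 µM single point / Schedule: 90 min incubation of compound, enzyme and substrate at room temperature / Signal: fluorescence polarization of the substrate / Control set: no-enzyme wells high, enzyme-with-substrate wells low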
# SUMO1 PPI mod – alters human SUMO1 binding to SIM partners | AID 602429 | 0.33% of 360,000 active | inhibition, % at 20 µM | P63165 | SUMO1 binding to a labelled peptide, TR-FRET, 1 h; in the data active means inhibition above about 37%
# Target sequence (P63165 whole entry, looked up): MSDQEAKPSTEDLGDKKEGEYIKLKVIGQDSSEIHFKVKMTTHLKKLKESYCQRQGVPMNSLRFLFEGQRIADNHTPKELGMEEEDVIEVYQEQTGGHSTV
# TbMetRS inhib – blocks T. brucei methionyl-tRNA synthetase activity; purified T. brucei MetRS, ATP depletion, Kinase-Glo luminescence; inhibition, % at 11.9 µM; 0.4% of 360,000 active;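 active means inhibition above a per-plate cutoff of the control wells' mean inhibition plus 3 SD, cut at about 5.5% in these data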;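 further: 0% = DMSO wells median and 100% = median of wells with control inhibitor compound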
#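 Test system – parasite MetRS enzyme · Reagent – substrates ATP, L-methionine and bulk Escherichia coli tRNA · Doses – 11.9 µM compound single dose, 0.9% DMSO · Times – 15 min enzyme-compound preincubation, 2 h reaction, 10 min detection, 25 °C · Signal – Kinase-Glo luminescence, ATP depletion format · Controls – DMSO-only wells as low control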
# LMPTP inh – blocks human LMPTP phosphatase; P24666; recombinant LMPTP-A, OMFP fluorogenic substrate, fluorescence intensity; inhibition, % at 20 µM; 0.22% of 360,000 active;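 active means compounds that cut the enzyme signal by at least half of the control window in the single-dose screen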;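 further: plate controls were DMSO wells with enzyme plus substrate for no effect and substrate without enzyme for full effect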
# Target sequence (P24666 whole entry, looked up): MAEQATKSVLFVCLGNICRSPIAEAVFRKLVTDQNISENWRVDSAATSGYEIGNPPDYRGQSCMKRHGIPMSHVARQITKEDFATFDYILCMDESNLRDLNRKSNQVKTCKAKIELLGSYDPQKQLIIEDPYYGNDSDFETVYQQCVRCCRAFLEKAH
#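 material = LMPTP-A | quantity = 0.625 nM enzyme | reagent = OMFP substrate, 400 µM final | buffer or medium = Bis-Tris pH 6.0, DTT, detergent | detection = endpoint fluorescence intensity from OMFP dephosphorylation | dosing = single 20 µM dose | read-out basis = % inhibition relative to no-enzyme and uninhibited control wells | control set = no-enzyme and uninhibited controls | timing = 50 min at room temperature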
# STEP inh – STEP (human) phosphatase inhibition | recombinant STEP, OMFP fluorogenic substrate, fluorescence | inhibition, % at 20 µM | 0.25% of 360,000 active | AID 588621;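 active means inhibition at 20 µM, scaled per plate between control wells, above about 37%, limit read from the data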;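 further: 0% = DMSO with enzyme and substrate and 100% = substrate only without enzyme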
#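 medium = Bis-Tris buffer pH 6.0, 2.5 mM DTT, 0.005% Tween 20 | test system = STEP (striatal-enriched tyrosine phosphatase) enzyme, cell-free | measure = normalized % inhibition | compound dosing = 20 µM, 1% DMSO | also added = 25 µM OMFP | schedule = reaction 20 min, ambient temperature | measured by = fluorescence read at 480 nm ex / 540 nm em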
# Scp1 inh – inhibitors of human Scp-1 phosphatase; Recombinant Scp1, phosphopeptide, malachite green phosphate absorbance; inhibition, % at 20 µM; 0.88% of 340,000 active; AID 493091;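 active means inhibition above about 50% at 20 µM, limit read from the data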;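 further: plate controls were DMSO wells with enzyme for no effect and wells lacking enzyme for full effect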
# Target sequence (Q9GZU7 76-261 limits assumed): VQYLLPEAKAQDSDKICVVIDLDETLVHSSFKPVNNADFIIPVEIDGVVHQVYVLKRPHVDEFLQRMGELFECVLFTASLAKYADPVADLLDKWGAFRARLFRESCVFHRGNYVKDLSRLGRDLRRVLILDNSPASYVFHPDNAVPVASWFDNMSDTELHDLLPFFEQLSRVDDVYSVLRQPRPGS
#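 System: truncated SCP-1 phosphatase (76-261aa); medium: Tris acetate buffer pH 5.5 with MgCl2 and Tween-20; incubation: 45 min room-temperature reaction, 5 min colour, 30 min stabiliser; compound: single 20 µM dose, 1% DMSO; reagent: Phosphorylated 17-residue peptide substrate; read-out: % inhibition at 20 µM; technique: colorimetric free-phosphate detection, absorbance 630 nm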
# MsrA inh – bovine MsrA inhibition; purified bovine MsrA, absorbance read-out; inhibition, % at 15.5 µM; 0.75% of 360,000 active; AID 651718; in the data active means inhibition above about 4.5%;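 further: 0% = vehicle wells with enzyme and 100% = reference inhibitor wells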
# NadD block – NadD (S. aureus) enzyme inhibition | inhibition, % at 20 µM | purified NadD enzyme, colorimetric absorbance read-out | 0.78% of 360,000 active | AID 602399; in the data active means inhibition above about 26%; further: some compounds past the cut are filed as inactive
# DNMT1 inh – inhibitors of human DNMT1; inhibition (reported as % activation of signal), % at 10 µM; P26358; DNMT1 molecular beacon, Hinp1I cleavage, fluorescence; 0.83% of 360,000 active; in the data active means inhibition above about 50%
# Rpn11 inh – blocks the human proteasome subunit Rpn11 | O00487 | human 26S proteasome, Ub4-pepOG fluorescence polarization; 20S core pre-blocked with epoxomicin | calls only at 20 µM | 0.59% of 360,000 active;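 active means inhibition at 20 µM, scaled to each plate's controls, above about 33%, limit read from the data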
# Active calls of the source: *; i = inactive; . = no result given. This is a random part of the collection; overall some 3.9% were active at least once.
SMILES,CSN deneddyl inh,SUMO1 PPI mod,TbMetRS inhib,LMPTP inh,STEP inh,Scp1 inh,MsrA inh,NadD block,DNMT1 inh,Rpn11 inh
CC(C)C[C@H]1CN([C@@H](Cc2ccc(O)cc2)CN2CCC[C@@H]2CN2C(=O)C(=O)NC[C@@H]2Cc2ccccc2)C(=O)C(=O)N1CC1CCCCCC1,-1,10,-0.2,-0.7,4,16,0.3,29,-2,i
O=C(CN1C(=O)NC2(CCCCCCC2)C1=O)NCc1ccccc1,5,-2,-0.2,-1.5,-1,-2,-0.5,3,2,i
S=c1nc(-c2ccccc2)n(CCCn2ccnc2)c2c1CCCC2,1,-4,-0.9,2.5,-1,-13,4.2,0,0,i
Cc1cc(C(=O)Nc2c(F)cc(F)cc2Br)no1,-10,-3,0.3,-1.2,0,-4,-1.5,-10,-3,i
COC(=O)NNS(=O)(=O)c1ccc(C)cc1,-3,-3,0.3,-1.7,0,-5,1.1,2,2,i
O=C(O)c1ccc2noc(-c3ccccc3)c2c1,-5,3,-0.1,-0.2,1,-5,3.7,7,1,i
Cc1c(C)n(Cc2ccccc2)c2ncnc(NCCO)c12,-5,-1,0.7,-2.0,4,1,0.8,-6,-1,i
CCOC(=O)c1c(C)[nH]c(C(=O)NNC(=O)c2ccccc2F)c1C,-1,2,-0.3,0.4,-3,-7,-1.1,-4,0,i
Cc1ccc2c(O)c(Cc3ccccc3)c(=O)[nH]c2n1,-2,4,-0.9,0.1,0,-2,0.7,-3,2,i
CCOC(=O)N1CCN(CCC(=O)Nc2cccc(C)c2)CC1,2,-5,-0.1,-1.5,-2,-7,1.2,-3,-3,i
CN(C(=S)Nc1ccc(F)cc1)C(c1ccccc1)c1ccccc1,-1,8,0.5,1.8,4,-7,2.6,-2,-4,i
COc1cccc(-c2sc3ccccc3c2-c2ccc(OCCN(C)C)cc2)c1,-4,-202,-0.3,-1.9,4,2,0.9,9,-17,i
COc1cccc(/C=C2/SC(=S)N(CC(=O)Nc3nnc(C)s3)C2=O)c1,5,2,0.5,0.5,4,11,0.0,39*,-4,i
O=C(Oc1ccc(Cl)cc1)N1CCCCC1,-7,1,-0.3,-1.7,3,-5,-0.5,-4,2,i
C=C(C)CNC(=S)NNC(=O)c1ccncc1,-1,0,-0.4,-0.4,2,-17,2.2,-8,1,i
Cc1ccccc1C(=O)N1CCC(C(=O)Nc2ccccc2Cl)CC1,4,25,0.5,1.1,-2,-5,0.8,-6,4,i
N#Cc1ccccc1CSc1nnc(Cc2ccccc2)o1,1,2,-0.1,-1.1,-4,-13,1.3,-2,-2,i
CCOc1ccc(CCNC(=O)CCNS(=O)(=O)c2ccc(Br)cc2)cc1OCC,1,0,-0.4,0.2,-4,-10,-0.3,-1,-2,i
CN(CC(=O)Nc1ccccc1Cl)C(=O)c1ccccc1Sc1ccccc1C#N,0,-3,0.1,-4.9,-2,-3,1.6,-1,0,i
Cc1ccc2c(CN(C)Cc3ccc(Cl)cc3)cc(=O)oc2c1,-3,5,-0.6,2.8,4,-11,-1.2,-1,-2,i
NNS(=O)(=O)c1ccc(N2CCCC2=O)c([N+](=O)[O-])c1,1,-4,-0.3,-1.6,-1,0,0.9,0,8,i
CCOC(=O)CCC(NC(=O)CC(=O)NC(CCC(=O)OCC)C(=O)OCC)C(=O)OCC (configuration not stated),-8,3,-0.4,-0.9,2,0,0.2,-7,-6,i
Cc1ccc(N(CC(=O)Nc2c(C)n(C)n(-c3ccccc3)c2=O)S(C)(=O)=O)c(C)c1,-5,1,2.3,0.0,-2,-2,-0.6,3,-4,i
CCC(=O)Nc1ccc(-c2ccc(N3CCCCC3)nn2)cc1,6,-24,0.0,1.6,0,-3,0.4,2,-8,i
Clc1ccc(CN2CCN(c3ncccn3)CC2)cc1Cl,-3,-3,0.0,0.4,2,-3,0.3,0,-1,i
COC(=O)N[C@@H]1C[C@H]2[C@@H]3CC[C@H]4C[C@@H](OC)CC[C@]4(C)[C@H]3CC[C@@]12C,-4,8,-0.3,2.1,3,-10,-0.7,-7,2,i
Nc1cc(=O)[nH]c(SCC(=O)N2CCc3ccccc3C2)n1,0,4,0.8,0.9,4,-18,-0.3,3,5,i
CCOC(=O)c1cc(C(=O)OCC)c2ccccn2c1=O,1,-18,-0.5,-2.2,-3,-12,3.6,1,3,i
CCc1cc(CNC(=O)CC2C(=O)NCCN2Cc2c(F)cccc2Cl)on1 (configuration not stated),4,1,0.0,0.7,-1,-6,-0.3,2,0,i
CS(=O)(=O)N(CC(=O)NCc1ccncc1)c1cc(Cl)ccc1Cl,-2,1,-0.7,-1.0,0,0,-0.3,-2,-1,i
NCCC(=O)NCCc1cnc[nH]1,-7,-1,-1.2,-8.5,2,-12,-0.4,-1,-5,i
Clc1ccc(-c2nnc(-c3ccccc3)nc2N2CCSCC2)cc1,-6,1,-0.5,2.5,2,5,1.2,7,1,i
CC(C)C(OC(=O)c1cccc(S(=O)(=O)NCC(F)(F)F)c1)C(=O)NC(N)=O (configuration not stated),-1,-3,-0.3,0.3,1,13,-1.4,-4,5,i
COc1ccc(S(=O)(=O)NC(C(=O)OCC(=O)Nc2ccc(N3CCOCC3)cc2)C(C)C)cc1 (configuration not stated),0,-2,-0.6,0.0,-2,-3,0.9,7,-16,i
O=C(Cn1cnc2c(OCc3ccccc3)ncnc21)N[C@H](CO)Cc1cc2ccccc2[nH]1,2,-1,-0.3,-1.3,-2,-5,0.4,-4,0,i
COc1ccc(C2C(C(C)=O)=C(O)C(=O)N2c2nccs2)cc1 (configuration not stated),1,-11,-0.6,-2.0,3,-10,2.5,-3,-1,i
OCC1(CCOc2ccccc2)CCN(CC2=Cc3cc(Cl)ccc3OC2)CC1,4,4,-0.6,1.1,4,-1,-0.3,-4,-10,i
COc1cccc(-c2nc(-c3ccccc3)[nH]c(=O)c2C#N)c1,-3,9,0.1,-1.8,-6,44,1.1,1,2,i
O=[N+]([O-])c1cc2c(c(CSc3nnnn3-c3ccc(O)cc3)c1)OCOC2,2,-18,1.4,-5.5,4,-8,1.2,-5,2,i
CN(C(=O)COC(=O)c1cc2ccccc2cc1O)c1c(N)n(Cc2ccccc2)c(=O)[nH]c1=O,4,-15,-0.6,-0.1,-1,-7,-1.0,3,-5,i
CC1C/C(=N/NC(=O)c2cccs2)CC(C)(C)C1 (configuration not stated),1,-2,0.0,-0.5,-2,-2,0.1,-2,1,i
O=C(NC1CC1)c1cc(Cl)ccc1[N+](=O)[O-],2,-14,-0.3,-0.5,-2,-5,0.5,1,3,i
c1ccc(N2CCN(c3nc4cc5c(cc4s3)OCCO5)CC2)cc1,5,4,0.6,-1.0,10,-1,-1.2,0,7,i
CCOC(=O)C1(C)CCCN(C(=O)c2ccc(C)c(F)c2)C1 (configuration not stated),-3,-5,-0.2,-1.0,-2,.,-0.3,1,8,i
O=C(NCCn1c(C(F)(F)F)nc2cc(C(F)(F)F)ccc21)[C@H]1CCCN1c1nc(CN2CCCCC2)cs1,2,2,-0.6,-2.9,1,47,.,-12,0,i

# Complete entries, quoted from the list.
# Clc1ccc(-c2nnc(-c3ccccc3)nc2N2CCSCC2)cc1 as listed: CSN deneddyl inh: -6; SUMO1 PPI mod: 1; TbMetRS inhib: -0.5; LMPTP inh: 2.5; STEP inh: 2; Scp1 inh: 5; MsrA inh: 1.2; NadD block: 7; DNMT1 inh: 1; Rpn11 inh: i
# O=C(NC1CC1)c1cc(Cl)ccc1[N+](=O)[O-] as listed: CSN deneddyl inh: 2; SUMO1 PPI mod: -14; TbMetRS inhib: -0.3; LMPTP inh: -0.5; STEP inh: -2; Scp1 inh: -5; MsrA inh: 0.5; NadD block: 1; DNMT1 inh: 3; Rpn11 inh: i

# (continued)
SMILES,CSN deneddyl inh,SUMO1 PPI mod,TbMetRS inhib,LMPTP inh,STEP inh,Scp1 inh,MsrA inh,NadD block,DNMT1 inh,Rpn11 inh
O=C(CSc1nc2cc3c(cc2c(=O)n1CCC1=CCCCC1)OCO3)NCc1ccco1,-3,1,-0.3,-0.6,-6,-7,-0.2,14,7,i
Cc1ccc(-c2csc3ncnc(-n4nc(C)cc4N)c23)cc1,-1,0,0.1,0.9,-10,-2,0.7,-1,-1,i
Cc1noc(C)c1-c1ccc(C(=O)Nc2ccccc2)c2occc12,0,7,-0.3,-0.1,2,.,0.2,-6,-3,i
CCOC(=O)C1CCN(C(=O)c2ccccc2NC(C)=O)CC1,2,5,0.2,-0.6,2,-3,-0.4,-6,2,i
CC(C)(C)C(=O)CC1(O)C(=O)N(Cc2ccc(Cl)cc2)c2ccccc21 (configuration not stated),-2,16,-1.7,-0.1,-5,7,0.8,1,-1,i
C/C(=N/NC(=O)CN1CCN(Cc2ccccc2)CC1)c1ccc([N+](=O)[O-])cc1,0,-34,-0.1,-0.3,0,-4,1.0,10,3,i
CCOC(=O)n1cnc2nc(N)nc(SC)c21,-4,-5,0.3,-0.3,0,-8,-0.4,0,1,i
CSc1ccc(CN(C)C(=O)CNC(=O)CNS(=O)(=O)c2ccc(C)c(C)c2)cc1,1,-2,0.8,1.9,1,-6,1.7,2,0,i
Cc1c(C(=O)OC(C)C)nnn1-c1nonc1N,0,2,-0.1,-1.7,0,-1,-0.4,1,-3,i
CC(=O)Nc1ccc(NC(=O)c2ccc(-c3ccnn3C)c3ccoc23)cc1,3,15,-0.3,-0.6,0,.,1.2,0,2,i
COc1ccc(OCCOC(=O)C(C)NS(=O)(=O)c2ccc(NC(C)=O)cc2)cc1 (configuration not stated),-1,-9,-0.1,0.3,-1,0,-0.6,-7,2,i
Fc1ccc2cnc(C3=CCCCC3)cc2c1,-4,-12,-0.1,2.8,2,-5,-0.2,0,-3,i
NC(=O)N/N=C/c1ccccc1OCC(=O)NCc1ccccc1,-4,-3,-1.4,-0.6,-2,4,0.3,0,2,i
CC(C)C(=O)N1CCN(c2ccccc2NC(=O)c2cccc3ccccc23)CC1,-1,2,0.0,0.3,-3,-2,-0.1,-2,-3,i
COc1ccc(C(=O)Nc2cc3c(oc2=O)CCCC3=O)cc1,24,-13,-0.8,1.5,1,57*,0.1,-5,68*,i
CCOc1ccc(N2CC(C(=O)Nc3ccc(OC)c(S(=O)(=O)N4CCCCC4)c3)CC2=O)cc1 (configuration not stated),2,1,0.3,3.9,2,4,0.2,4,-4,i
